# Efflux pump inh: inhibitors of Candida efflux pumps in yeast, primary screen, S. cerevisiae, Nile Red, multiplex. S. cerevisiae Candida pump triplex. inhibition, % at 10 µM. 330,000 tested, 0.44% active. AID 485275, 2010;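 active = plate passing quality check with inhibition over a set limit, or well fluorescence over plate mean plus 4 SD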;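 note: Nile Red retained in pooled yeast measured as flow cytometry median fluorescence; 0% = buffer negative control and 100% = Enniatin B positive control; higher means more Nile Red kept so more efflux inhibition; some compounds called inactive have numbers as strong as hits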
# VLA-4 inh: inhibition in human VLA-4 binding assay, primary screen, VLA-4 allosteric modulator project, MLPCN library, flow cytometry, VLA-4 expressing cells; 330,000 tested, 0.2% active; inhibition, % (about 7 µM as worked out from the volumes in the protocol); ligand binding flow cytometry; Integrin alpha-4 (Homo sapiens), P13612; in the data active = inhibition above about 50%
# Target sequence (P13612 whole entry, looked up): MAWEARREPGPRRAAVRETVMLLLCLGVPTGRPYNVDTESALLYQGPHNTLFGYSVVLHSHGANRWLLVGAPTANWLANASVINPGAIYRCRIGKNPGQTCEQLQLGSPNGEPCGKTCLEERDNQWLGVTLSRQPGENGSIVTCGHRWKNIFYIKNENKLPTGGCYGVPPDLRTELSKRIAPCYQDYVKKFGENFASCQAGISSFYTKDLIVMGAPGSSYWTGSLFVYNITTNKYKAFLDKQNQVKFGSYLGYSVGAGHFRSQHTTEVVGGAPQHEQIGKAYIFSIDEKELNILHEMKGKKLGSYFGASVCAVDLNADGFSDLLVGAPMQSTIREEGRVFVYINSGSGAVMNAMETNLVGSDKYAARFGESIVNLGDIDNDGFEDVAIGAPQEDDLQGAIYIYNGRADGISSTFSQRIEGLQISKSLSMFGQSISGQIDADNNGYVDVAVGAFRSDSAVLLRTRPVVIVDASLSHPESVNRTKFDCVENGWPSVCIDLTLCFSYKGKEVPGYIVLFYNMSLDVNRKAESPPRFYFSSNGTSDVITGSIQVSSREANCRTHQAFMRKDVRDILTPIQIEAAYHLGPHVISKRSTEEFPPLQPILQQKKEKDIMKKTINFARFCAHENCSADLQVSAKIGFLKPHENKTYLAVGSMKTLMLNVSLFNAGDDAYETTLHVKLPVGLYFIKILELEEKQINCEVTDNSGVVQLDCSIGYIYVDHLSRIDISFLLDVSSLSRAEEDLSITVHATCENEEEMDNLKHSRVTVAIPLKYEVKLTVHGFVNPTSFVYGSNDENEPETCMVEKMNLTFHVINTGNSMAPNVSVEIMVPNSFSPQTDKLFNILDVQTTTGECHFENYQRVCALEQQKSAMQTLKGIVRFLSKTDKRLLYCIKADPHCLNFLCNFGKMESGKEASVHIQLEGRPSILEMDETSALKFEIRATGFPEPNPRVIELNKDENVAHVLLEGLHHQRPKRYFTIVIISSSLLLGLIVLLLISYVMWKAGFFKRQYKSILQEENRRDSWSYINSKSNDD
# Bcl-xL primary: inhibitors of human Bcl-xL, primary screen, biochemical, fluorescence polarization, HTS | GST-Bcl-xL / FITC-Bim BH3 peptide fluorescence polarization | inhibition, % at 10.9 µM | 320,000 tested, 0.7% active;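 active = inhibition above the mean of all tested compounds plus 3 SD, cutoff set per campaign, cut at about 30% in these data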;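 note: 0% = DMSO wells and 100% = unlabeled Bim-BH3 peptide competitor; inhibitors lower millipolarization by displacing the labeled peptide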
# PME-1 inh: PME-1 inhibitors via competitive probe labeling, primary screen, biochemical, fluorescence polarization, FP-Rh probe, HTS | recombinant PME-1 | 320,000 tested, 0.53% active | inhibition, % at 5.9 µM | Protein phosphatase methylesterase 1 (Homo sapiens), Q9Y570;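 active = inhibition above the campaign mean of all compounds plus 3 SD, cut at about 26% in these data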;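 note: competitive labeling of PME-1 active site by serine hydrolase directed probe; 0% = PME-1 with DMSO and 100% = wells lacking PME-1 enzyme; inhibitors block probe labeling so polarization falls and inhibition rises; many of its hits are not listed in these tables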
# MCL1-BIM inh: inhibitors of MCL1 binding to BIM-BH3, primary screen, biochemical, fluorescence polarization; Induced myeloid leukemia cell differentiation protein Mcl-1 (Homo sapiens), Q07820; GST-MCL1 / FITC-Bim-BH3 fluorescence polarization; inhibition, % at 10.9 µM; 320,000 tested, 0.68% active;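 active = inhibition above the mean inhibition of all tested compounds plus 3 SD, set per campaign, cut at about 40% in these data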;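 note: 0% = DMSO wells and 100% = unlabeled Bim-BH3 peptide control; higher means more loss of mP so more displacement of Bim peptide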
# MEX-5 binding: MEX-5 zinc finger RNA-binding disruptors – biochemical, C. elegans, fluorescence polarization, MLPCN library, primary screen; activity score (negative = inhibition of binding), % at 10 µM; AID 1832, 2009; 300,000 tested, 0.38% active; MEX-5/FITC-TCR2 RNA binding; stronger effect = lower value; Zinc finger protein mex-5 (Caenorhabditis elegans), Q9XUB2;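 active = inhibition past about -25% in most replicates, and total fluorescence under double the plate's negative control median, limit read from the data; inconclusive = replicates evenly split on the limit, or fluorescence at least double controls; inactive = too little inhibition in most replicates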;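 note: 0% = DMSO and -100% = 5 µM competing unlabeled TCR2 RNA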
# Fam108B inh: mouse Fam108B serine hydrolase inhibitors, primary screen, counter-screen for RBBP9 inhibitor project, biochemical, fluorescence polarization; recombinant Fam108B, FP-Rh probe fluorescence polarization; inhibition, % at 9.51 µM; 300,000 tested, 0.33% active;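 active = inhibition above the screen mean inhibition plus 3 SD, computed separately per campaign, cut at about 18% in these data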;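 note: inhibitors lower polarization as less probe binds the enzyme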
# GRK2 inh: compounds blocking aptamer binding on GRK2 – biochemical, human GRK2, bead flow cytometry, HTS, primary screen | AID 488847, 2010 | 330,000 tested, 0.59% active | inhibition of aptamer binding, % at 10 µM | FAM-aptamer displacement from GRK2;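 active = inhibition of aptamer binding above 40%, roughly 3 SD of noise, on plates passing a quality check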;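 note: median bead fluorescence of bound FAM aptamer so fluorescent compounds give negative values; no value below 0 was filed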
# GLD-1 RNA inh: GLD-1/TGE RNA complex disruptors, primary screen, biochemical, fluorescence polarization; Female germline-specific tumor suppressor gld-1 (Caenorhabditis elegans), Q17339; purified GLD-1 + fluorescein TGE RNA; inhibition, % at 5.96 µM; 320,000 tested, 0.44% active; AID 2280, 2010;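 active = percent inhibition above a per-plate cutoff, the plate mean of test compounds plus 3 SD, cut at about 30% in these data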;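 note: 0% = DMSO wells with GLD-1 and probe and 100% = wells lacking GLD-1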
# An asterisk follows results filed as active; ? = inconclusive; · = not tested or not shown. Some of the compounds tested; rates above refer to the full screens.
# Results follow in this order: Fam108B inh	VLA-4 inh	Efflux pump inh	GRK2 inh	MEX-5 binding	MCL1-BIM inh	PME-1 inh	Bcl-xL primary	GLD-1 RNA inh
COc1ccc(/C(C)=N/Nc2nccnc2Cl)cc1
 : ·	4	0.2	4	·	6	3	-1	1
Cc1ccc(N(CC(=O)NCc2ccc(F)cc2)S(=O)(=O)c2c(C)n[nH]c2C)cc1
 : -1	29	-0.1	0	-2.1	-6	-4	-4	-1
COCCn1c(C)cc(C(=O)COC(=O)CNC(=O)c2ccccc2)c1C
 : -2	14	-0.1	2	1.1	-4	-4	2	2
CC(CN1CCOCC1)C(=O)c1ccccc1 (stereo not given)
 : 3	24	0.0	0	3.6	3	1	2	-2
COc1ccccc1CNC(=O)c1oc2ccc(S(=O)(=O)N3CCOCC3)cc2c1C
 : 4	18	0.1	2	1.8	-6	4	1	-1
CC1CCN(c2c(NCc3ccc(C(=O)NCC4COc5ccccc5O4)cc3)c(=O)c2=O)CC1 (stereo not given)
 : 0	24	0.3	0	2.3	6	-3	6	4
O=C1c2ccccc2C(=O)N1CCn1nc(Cl)nc1Cl
 : -1	12	-0.1	0	-0.6	7	-7	6	5
CCCCn1c(N)c(N(CCC(C)C)C(=O)COC(=O)c2ccccc2)c(=O)[nH]c1=O
 : 0	9	0.1	2	-1.0	2	-4	0	4
O=C(O)c1ccccc1NCc1cccs1
 : -1	7	-0.1	0	2.1	5	0	1	4
COCCCn1c(=O)c2ccccc2n(CC(=O)NCCC2=CCCCC2)c1=O
 : 0	-5	0.0	0	-0.5	-10	-8	-3	4
O=C(Cc1ccc(S(=O)(=O)N2CCOCC2)s1)NCCC(c1ccccc1)c1ccccc1
 : -1	-29	-0.1	0	1.6	-6	-3	3	-2
COc1ccc(OCCSc2nnc(Cc3cccc4ccccc34)n2N)cc1
 : -5	-13	-0.2	6	3.0	-1	4	-1	5
CC(=O)c1ccc(N2CCN(C(=O)c3cc4c(-c5ccccc5F)nn(C)c4s3)CC2)cc1
 : -3	-11	-0.1	3	-1.1	4	-5	8	0
O=C(O)c1ccc(/C=N/NC(=O)c2ccc3c(c2)OCCO3)cc1
 : 1	11	0.0	0	0.5	9	2	6	-1
CCCS(=O)(=O)N1CCN(CCCc2ccccc2)CC1
 : -4	25	0.1	1	-0.7	2	2	4	5
CN(C(=O)COc1ccccc1C(=O)NCCOc1ccccc1)c1ccccc1
 : -9	1	0.8	0	3.0	-12	-4	-5	-6
CCCOc1cccc(NC(=O)c2cc(C)oc2C)c1
 : 6	2	-0.2	3	2.2	1	0	-1	1
O=S(=O)(N1CCCCC1)N1CCN(c2ccc(F)cc2)CC1
 : 1	-10	0.2	0	-0.6	7	1	4	-5
Cc1ccc2cc(CCNC(=O)c3cccc([N+](=O)[O-])c3)c(=O)[nH]c2c1
 : -2	-5	-0.1	0	2.4	10	8	4	-5
CC(=O)Oc1ccc(N2C(=O)C3C(C2=O)C2C=CC3C23CC3)cc1[N+](=O)[O-] (stereo not given)
 : -4	1	0.0	5	-1.8	9	-10	7	-15
CCC1(c2ccccc2)NC(=O)N(CC(=O)NCCN2C(=O)S/C(=C\c3cccnc3)C2=O)C1=O (stereo not given)
 : 4	0	0.0	3	0.8	-5	-1	-8	6
NS(=O)(=O)c1ccc(CCNC(=O)c2cc(-c3ccccc3)nc3ccccc23)cc1
 : -8	5	21*	0	1.7	11	-8	2	-4
O=C(COC(=O)c1ccc(S(=O)(=O)N2CCCC2)cc1)Nc1cccc(Br)c1
 : ·	1	-0.1	3	·	1	-11	-2	6
CCc1cccc(C)c1N1C(=O)CC(C)(C)CC1=O
 : 0	12	0.0	1	2.2	4	-6	3	4
COc1ccc(-n2ncc3c2CC(C)(C)CC3NC(=O)CCn2nc(C)cc2C)cc1 (stereo not given)
 : 6	-2	0.1	6	-2.3	8	-7	6	2
COc1ccc(C2NC(=O)N(CCCC(=O)O)C(C)=C2C(=O)OCc2ccccc2)cc1 (stereo not given)
 : 3	0	0.0	2	-5.8	0	4	-2	1
CSc1nc2c(c(=O)[nH]1)C(c1cccc(Cl)c1)CC(=O)N2 (stereo not given)
 : 0	-67	0.0	0	0.7	4	-4	8	1
Cc1cccc2c(N=O)c(O)[nH]c12
 : 27*	2	0.3	0	-3.9	2	53*	9	-6
Cc1onc(-c2c(Cl)cccc2Cl)c1C(=O)ONC(=O)c1ccccc1
 : -1	33	0.0	0	-0.7	-4	0	1	6
Cc1ccc(NC(=O)CCc2nc3sc4c(c3c(=O)[nH]2)CCCC4)nc1
 : -2	4	0.1	6	-0.6	29	-11	4	-4
COc1ccc(CNC(=O)c2ccc(Cl)c(S(=O)(=O)N3CCOCC3)c2)cc1OC
 : ·	-6	-0.2	4	·	7	2	8	-5
CCOP(=O)(/C(C#N)=C(/O)c1ccccc1)c1ccccc1 (stereo not given)
 : 1	0	0.0	0	-0.6	-2	-3	1	7
Cc1ccc(NC(=O)CN2CCOCC2)cc1C
 : -4	20	0.2	2	0.1	-4	-1	3	6
CN1CCc2c(OCc3ccc(F)cc3)cccc2C1=O
 : 1	10	0.1	0	-0.6	-5	4	-2	7
COc1cccc2c1Oc1ncccc1N(C(=O)CCC(=O)NCc1cccc(C)c1)C2
 : -1	1	0.0	0	-0.4	9	5	4	4
CCOC(=O)[C@H](CCc1ccccc1)N[C@H]1CCc2ccccc2N(CC(=O)O)C1=O
 : -3	-1	-0.2	1	1.0	-4	0	5	-3
CCOc1cc(C(c2c(C)[nH][nH]c2=O)c2c(C)[nH][nH]c2=O)ccc1O
 : -1	13	0.1	1	?	-7	2	-4	-8
O=C(c1ccco1)N1CCN(Cc2nc3ccc([N+](=O)[O-])cc3c(=O)n2-c2ccccc2F)CC1
 : -2	7	0.0	0	0.2	2	-1	-2	0
FC(F)(F)c1cc(CCN2C(=S)NC[C@@H]2Cc2ccccc2)cc(C(F)(F)F)c1
 : -5	·	·	·	0.8	4	-7	-2	11
CN(C)c1ccc(/C=C(/NC(=O)c2ccccc2Cl)C(=O)NCCN2CCOCC2)cc1
 : 1	11	0.4	1	1.8	-41	-8	-29	-83
Cc1ccc(NC(=O)c2cc(S(=O)(=O)N3CCCCC3)c[nH]2)cc1C
 : -2	47	0.0	1	-0.9	4	-5	1	-4
O=C(c1ccc2c(c1)OCO2)N1CCCC(c2ccccc2)C1 (stereo not given)
 : 4	1	0.0	1	-3.2	2	33*	2	7
Cc1ccc(N(C(=O)C2CCC(=O)N2)C2(C(=O)NC3CCCC3)CCCCC2)cc1 (stereo not given)
 : 2	-1	0.2	1	3.9	-1	-1	-2	-10
COc1ccc(/C=C/C(=O)Nc2nonc2NC(C)=O)cc1
 : -4	9	-0.2	3	-0.9	4	-16	8	1
Cc1cc2ccccc2cc1CN1CCOCC1
 : 3	19	0.0	0	1.5	1	1	-3	-3

# Whole records as entered above. Values in the order: Fam108B inh | VLA-4 inh | Efflux pump inh | GRK2 inh | MEX-5 binding | MCL1-BIM inh | PME-1 inh | Bcl-xL primary | GLD-1 RNA inh
# `O=C(c1ccc2c(c1)OCO2)N1CCCC(c2ccccc2)C1` (stereo not given) as listed: 4 | 1 | 0.0 | 1 | -3.2 | 2 | 33* | 2 | 7
# `COc1cccc2c1Oc1ncccc1N(C(=O)CCC(=O)NCc1cccc(C)c1)C2` as listed: -1 | 1 | 0.0 | 0 | -0.4 | 9 | 5 | 4 | 4

# Following part
# Results follow in this order: Fam108B inh	VLA-4 inh	Efflux pump inh	GRK2 inh	MEX-5 binding	MCL1-BIM inh	PME-1 inh	Bcl-xL primary	GLD-1 RNA inh
OC(COc1ccc2c(c1)OCO2)CN1CCCCC1 (stereo not given)
 : -1	5	-0.1	0	1.8	7	5	8	1
O=C1CCCN1CC(O)CS(=O)(=O)c1ccccc1 (stereo not given)
 : -3	-5	0.0	3	1.8	3	-4	5	8
COc1cc(/C=N/NC(=O)c2sc3nc(C)cc(C)c3c2N)ccc1O
 : 3	-3	0.0	0	-2.5	11	18	9	1
CCCCC1=CC2=CC(=O)C(C)(OC(=O)CC)C(=O)C2=CN1Cc1ccc(OC)cc1 (stereo not given)
 : 4	1	0.4	0	-5.2	24	6	21	17
COc1cc2c3c(c1)C(C)=CC(C)(C)N3C(=O)C2=O
 : 2	28	0.1	2	1.3	9	10	5	-6
O=C(NC1CCCCNC1=O)c1ccccc1 (stereo not given)
 : -4	11	0.0	2	-0.9	-13	-4	-1	0
N=C1/C(=C\c2ccc(-c3cc(Cl)cc(Cl)c3)o2)C(=O)N=C2SC=C(c3ccccc3)N12
 : 5	-2	0.2	0	0.3	-8	23	-5	-7
CC(C)NC(=S)N=Nc1c(O)[nH]c2ccc([N+](=O)[O-])cc12
 : 6	9	0.1	0	-1.3	8	10	17	0
O=C1CSC(c2ccccn2)N1c1ccc2ccccc2c1 (stereo not given)
 : -4	-7	0.3	5	2.9	-10	-1	-10	-4
O=C(CN1CCOCC1)Nc1ccc(N2CCN(c3ccccc3)CC2)c(F)c1
 : 1	9	0.2	0	-0.8	4	-5	5	7
CN(Cc1ccccc1)c1nc(-c2ccc([N+](=O)[O-])cc2)nc2ccccc12
 : -1	1	-0.2	3	1.5	-1	3	3	-5
CCC(C)NC(=O)c1ccc2c(SCC(=O)O)c3c(nc2c1)CCCC3 (stereo not given)
 : -1	14	-0.2	0	-1.6	10	2	10	8
Cc1cc(C)c(OCCCn2ccnc2)c(C)c1
 : ·	-2	0.0	1	1.1	·	·	·	·
Cn1c(O)c(/C=C2\C=Nc3ccccc32)sc1=Nc1ccc(C(=O)O)cc1
 : -2	7	-0.2	1	-7.4	10	-3	11	5
NC(=O)N/N=C/c1c(Sc2nnnn2-c2ccccc2)nc2ccccn2c1=O
 : -3	9	0.0	3	-1.2	1	1	-3	0
Cc1cc(NC(=O)CCCC(=O)N(CC(=O)NCCc2ccccc2)Cc2ccc(F)cc2)no1
 : 1	17	0.1	0	0.7	1	-3	2	-2
CNC(=O)C(=O)N/N=C/c1cccnc1
 : 1	18	-0.1	1	0.7	3	0	3	5
O=S(=O)(Nc1ccccn1)c1ccc(C(F)(F)F)cc1Cl
 : -2	-2	0.1	1	-3.6	12	0	5	-1
Cc1ccc(-n2nc3c(=O)n(CC(=O)NCCc4ccccc4C)nc(C)c3c2C)cc1
 : -8	10	4.2*	2	2.2	-15	-2	0	-13
O=C(Nc1ccc(S(=O)(=O)N2CCOCC2)cc1)c1ccc(Br)o1
 : 0	16	-0.3	0	-0.9	6	0	6	4
O=C(CSC1=NCCN1)Nc1cccc(C(F)(F)F)c1
 : 0	0	0.1	1	-2.8	3	3	-2	1
CCCN(CC(=O)Nc1ccccc1C)C(=O)C1CC(=O)N(Cc2ccccc2)C1 (stereo not given)
 : -3	9	0.3	1	-0.8	5	4	1	3
COc1ccc(Cc2n[nH]c(=S)n2N)cc1OC
 : -5	1	0.0	2	-1.0	-9	-8	-12	0

# High-throughput results deposited in PubChem by several laboratories.
